From PubChem BioAssay
CAL PDZ inh: blocks peptide binding to human CAL PDZ domain; Q9HD26; purified CAL PDZ, TMR-peptide fluorescence polarization, 1 h; inhibition, % at 20 µM; 330,000 tested, 0.02% active; AID 504414;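 active = highest replicate inhibition of at least 40%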;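 also: plate controls were DMSO neutral control wells for no effect and unlabeled competitor peptide control wells for full effect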
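Material: tagged CAL PDZ domain; buffer or medium: 25 mM sodium phosphate pH 7.4, 150 mM NaCl, TCEP, IgG, Thesit; compound dosing: single point, 20 µM; schedule: 1 h incubation at room temperature before polarization reading; measured by: FP readout, S and P plane fluorescence; read-out basis: percent inhibition from loss of millipolarization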
AddAB inh: less growth of phage-infected E. coli with AddAB. E. coli expressing H. pylori AddAB, absorbance growth. inhibition, % at 11.9 µM. 330,000 tested, 0.29% active; in the data active = inhibition above about 12%;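 also: 0% = vehicle wells of infected cells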
Wnt bcat act: Wnt/beta-catenin pathway activation | Wnt/beta-catenin reporter cell assay, activator, plate reader | activation, % at 9.35 µM | 300,000 tested, 1.2% active | AID 743398; in the data active = activation above about 30%, passing the limit was not always enough; inconclusive = no clear call, values can overlap the other calls;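 also: 0% = neutral control wells and 100% = positive control wells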
DAGLB inh: blocks human DAGLB lipase activity | HEK293T DAGLB membrane lysate, EnzChek fluorogenic substrate | inhibition, % at 5.17 µM | 340,000 tested, 0.059% active; in the data active = inhibition above about 34%;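 also: 0% = enzyme with vehicle and 100% = wells lacking enzyme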
Target sequence (Q8NCG7 whole entry, looked up): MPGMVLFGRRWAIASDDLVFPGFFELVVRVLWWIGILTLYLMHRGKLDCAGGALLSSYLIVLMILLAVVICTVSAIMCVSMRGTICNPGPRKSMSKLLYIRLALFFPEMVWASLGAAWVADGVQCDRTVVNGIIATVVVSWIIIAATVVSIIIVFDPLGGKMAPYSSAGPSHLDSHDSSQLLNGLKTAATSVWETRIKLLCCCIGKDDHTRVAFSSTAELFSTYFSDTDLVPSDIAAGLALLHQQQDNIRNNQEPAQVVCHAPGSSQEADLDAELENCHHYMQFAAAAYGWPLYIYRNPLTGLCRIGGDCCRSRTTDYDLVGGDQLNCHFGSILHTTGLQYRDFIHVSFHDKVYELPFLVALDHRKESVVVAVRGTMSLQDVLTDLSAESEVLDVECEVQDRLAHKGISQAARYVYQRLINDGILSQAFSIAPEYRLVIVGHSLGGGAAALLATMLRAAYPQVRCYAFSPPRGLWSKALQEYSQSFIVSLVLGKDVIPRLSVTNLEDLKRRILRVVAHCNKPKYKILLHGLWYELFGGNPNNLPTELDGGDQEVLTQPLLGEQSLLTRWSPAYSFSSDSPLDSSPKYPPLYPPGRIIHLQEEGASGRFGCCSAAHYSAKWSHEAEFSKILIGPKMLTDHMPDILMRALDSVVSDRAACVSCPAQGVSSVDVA
PvdQ inh: P. aeruginosa PvdQ acylase inhibition; purified PvdQ acylase, fluorescence plate reader; inhibition, % at 10 µM; 340,000 tested, 0.063% active; in the data active = inhibition above about 30%, passing the limit was not always enough; inconclusive = no clear call, values can overlap the other calls;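 also: 0% = vehicle neutral wells and 100% = reference inhibitor wells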
PfHsp90 set2: growth inhibition of yeast expressing Plasmodium Hsp90; AID 504621; 310,000 tested, 0.32% active; S. cerevisiae expressing PfHsp90, BacTiter-Glo ATP, 48 h; yeast lacking PDR1 and PDR3 efflux regulators; inhibition, % at 9.4 µM;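 active = every replicate shows inhibition above about 80%, whatever the replicate mean, limit read from the data; inconclusive = mean inhibition reaches the set limit but some replicate falls short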;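 also: 0% = DMSO neutral controls and 100% = 20 µM radicicol positive controls; yeast relying on Plasmodium falciparum Hsp90 in place of its own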
phage Ecoli inh: E. coli growth loss with phage present; AID 651602; inhibition, % at 11.9 µM; 360,000 tested, 0.26% active; growth absorbance; in the data active = inhibition above about 11%
E coli growth: bacterial growth inhibition, counter-screen for AddAB inhibitors | E. coli V3065 growth, OD600 absorbance, 18 h | inhibition, % at 11.9 µM | 330,000 tested, 0.27% active | AID 449728;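 active = inhibition above the campaign's mean inhibition across all tested compounds plus 3 SD, cut at about 9.9% in these data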;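 also: uninfected addAB+ strain grown without phage in ampicillin broth; 0% = DMSO wells and 100% = ciprofloxacin 0.95 µg/ml wells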
Tat export inh: blocks Tat-dependent protein export in E. coli; E. coli MC4100 TorA-mCherry Tat export, fluorescence; inhibition, % at 10 µM; 340,000 tested, 0.036% active;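 active = mean replicate inhibition at least 50% and at least half of replicates individually reaching 50%; inconclusive = only one of the two criteria met; inactive = neither criterion met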;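 also: exported cargo escapes ClpAP degradation while cytoplasmic cargo is degraded and loses fluorescence; 0% = median of neutral control wells and 100% = median of NaSCN control wells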
Rtt109 HAT inh: blocks Candida albicans Rtt109/Vps75 acetyltransferase activity | Q5AAJ8 | AID 540336 | inhibition, % at 34.9 µM | purified Rtt109/Vps75, ThioGlo CoA-SH fluorescence, 4 h | 330,000 tested, 0.16% active;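 active = inhibition of at least 50% in every replicate; inconclusive = best replicate reaches 50% inhibition but some replicates fall short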
Target sequence (Q5AAJ8 whole entry, looked up): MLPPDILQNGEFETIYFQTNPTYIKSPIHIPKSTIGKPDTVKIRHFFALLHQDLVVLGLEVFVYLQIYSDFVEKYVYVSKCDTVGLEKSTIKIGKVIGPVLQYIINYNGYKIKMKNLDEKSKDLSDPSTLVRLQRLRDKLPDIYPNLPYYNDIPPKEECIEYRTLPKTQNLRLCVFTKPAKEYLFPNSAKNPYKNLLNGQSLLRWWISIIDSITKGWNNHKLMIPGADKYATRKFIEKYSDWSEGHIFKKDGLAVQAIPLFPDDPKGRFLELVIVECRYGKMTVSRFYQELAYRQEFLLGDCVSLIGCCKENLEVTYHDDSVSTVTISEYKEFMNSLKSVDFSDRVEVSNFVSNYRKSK
Numbers without * were called inactive; ? = inconclusive; . = no result given.

SMILES	CAL PDZ inh	AddAB inh	Wnt bcat act	DAGLB inh	PvdQ inh	PfHsp90 set2	phage Ecoli inh	E coli growth	Tat export inh	Rtt109 HAT inh
CCOc1ccccc1/C=C\c1nc(O)c([N+](=O)[O-])c(=O)[nH]1	-1.4	-1.1	2	0	-11	-21	4.2	0.5	-6	1
O=C(NNC(=O)c1ccc(Cl)cc1Cl)Nc1ccccc1	1.1	0.0	-3	-1	5	5	-0.7	-0.5	0	7
Cc1cc(C)nc(NS(=O)(=O)c2ccc(NC(=O)Nc3ccccc3F)cc2)n1	.	-0.3	-1	.	.	.	2.2	1.6	.	.
CC1(C)COC(c2coc3ccccc3c2=O)OC1	-0.1	2.5	17	-3	2	-5	3.2	-0.3	3	13
COc1ccccc1-n1c(=S)[nH]c2c(sc(=S)n2-c2ccc(C)cc2C)c1=O	1.3	2.1	.	-8	-18	1	.	0.7	-3	7
O=c1nc(-c2ccccc2)c2ccccc2[nH]1	0.1	1.7	.	-2	6	-14	2.1	-1.4	-2	-21
COc1ccc(CN(C)Cc2nc(Cc3cccc(F)c3)no2)c2cccnc12	0.1	4.1	-3	-1	3	25	2.1	-0.5	3	-7
CCN(CC)C(=O)[C@H]1CC(CC(=O)NC(C)(C)C)C(=O)N2CCc3c([nH]c4ccccc34)[C@]12C (stereo partly specified)	-0.3	1.5	-2	3	-12	-15	2.2	-1.1	6	1
CCNC(=O)N1CCCC(C(=O)c2ccc(C(F)(F)F)cc2)C1 (stereo unspecified)	-3.3	0.1	0	-1	-14	11	0.2	0.4	-3	1
Cc1ccc(-n2nc(C)c3c(C)c(CCC(=O)NC(C)c4ccccc4)c(C)nc32)cc1 (stereo unspecified)	-1.1	-0.7	-4	-1	-15	-9	1.0	0.4	3	-15
COc1ccc(C2=NOC(C(=O)N(C)Cc3ccccc3)C2)cc1 (stereo unspecified)	-1.3	0.2	1	0	-19	-10	6.8	0.3	-8	0
O=C(/C=C/c1cccs1)NC1CCCC1	-1.3	-0.1	12	-2	6	-3	0.9	-0.2	-8	-6
COC(=O)CSc1ncnc2c1sc1nc3c(cc12)COC(C)(C)C3	-2.3	3.2	0	-1	-3	-21	3.4	2.6	2	-1
COC(=O)[C@H](Cc1ccccc1)NC(=O)Cn1cnc2c(NCc3ccccc3)ncnc21	0.5	0.6	-4	-3	5	1	0.7	-0.9	-1	6
CN(C)S(=O)(=O)c1cccc(C(=O)Nc2ccccc2Cl)c1	-0.9	0.2	.	-3	-6	-8	-1.3	-1.9	-6	-13
CC1=[N+](CC(=O)c2ccccc2)CCn2cccc21	1.1	0.3	5	.	-12	-2	3.0	-1.8	1	-5
C/C(=N\NC(=O)c1ccc(O)cc1)c1ccc2c(c1)OCCO2	-0.6	0.7	-1	-3	24	3	6.3	-0.3	0	8
CCN1CCN(c2cc(C)c3cc(NC(=O)c4cccnc4Cl)ccc3n2)CC1	-0.3	5.0	-3	2	1	-12	0.4	0.7	-1	2
Cc1ccc(N)c2c1OCCC2=O	-0.1	-3.3	.	-3	23	8	2.3	-3.7	6	9
Cc1cc2cc(CNC(=O)Cc3ccc([N+](=O)[O-])cc3)ccc2n1C	-1.7	-0.2	1	6	18	5	1.5	-0.4	-2	11

5 compounds from above, ordered by SMILES length, rising:
SMILES	CAL PDZ inh	AddAB inh	Wnt bcat act	DAGLB inh	PvdQ inh	PfHsp90 set2	phage Ecoli inh	E coli growth	Tat export inh	Rtt109 HAT inh
COc1ccc(C2=NOC(C(=O)N(C)Cc3ccccc3)C2)cc1 (stereo unspecified)	-1.3	0.2	1	0	-19	-10	6.8	0.3	-8	0
CCNC(=O)N1CCCC(C(=O)c2ccc(C(F)(F)F)cc2)C1 (stereo unspecified)	-3.3	0.1	0	-1	-14	11	0.2	0.4	-3	1
COc1ccc(CN(C)Cc2nc(Cc3cccc(F)c3)no2)c2cccnc12	0.1	4.1	-3	-1	3	25	2.1	-0.5	3	-7
CCN1CCN(c2cc(C)c3cc(NC(=O)c4cccnc4Cl)ccc3n2)CC1	-0.3	5.0	-3	2	1	-12	0.4	0.7	-1	2
CCN(CC)C(=O)[C@H]1CC(CC(=O)NC(C)(C)C)C(=O)N2CCc3c([nH]c4ccccc34)[C@]12C (stereo partly specified)	-0.3	1.5	-2	3	-12	-15	2.2	-1.1	6	1

Going on with the list.
SMILES	CAL PDZ inh	AddAB inh	Wnt bcat act	DAGLB inh	PvdQ inh	PfHsp90 set2	phage Ecoli inh	E coli growth	Tat export inh	Rtt109 HAT inh
CCC1=NN2C(=N)/C(=C\c3cccn3-c3ccc(OC)cc3)C(=O)N=C2S1	-3.7	0.0	-1	6	-2	7	3.0	-0.4	-1	10
Cc1nn(CC(=O)Nc2ccc(Cl)cc2Cl)c(=O)c2ccccc12	0.0	2.3	0	-1	12	-4	-1.0	2.1	-5	12
Cc1ccc(C(=O)N/N=C\c2ccccc2[N+](=O)[O-])cn1	-3.1	.	27	1	-12	.	4.7	.	-1	-1
C[C@@H](NC(=O)[C@@H]1Cc2ccccc2CN1C(=O)OC(C)(C)C)C(=O)NCc1ccco1	-2.9	2.9	-2	0	7	21	2.4	0.2	-9	-1
CCOC(=O)C1C(=O)C=C(c2cccs2)CC1c1ccccc1C (stereo unspecified)	-2.6	4.3	.	-4	-2	-23	1.0	0.4	4	-2
Cc1ccc(NC(=O)c2ccco2)c(NC(=O)c2ccccc2)c1	-2.6	7.1	3	1	2	-4	3.2	0.1	3	7
Fc1cccc(Cc2noc(CN3CCCCC3CCc3ccccn3)n2)c1 (stereo unspecified)	-0.5	1.4	0	-3	3	3	1.1	0.2	-4	4
COc1ccc(S(=O)(=O)N(C)CC(=O)NCC2CCCO2)cc1OC (stereo unspecified)	0.4	-0.9	1	-4	5	20	2.7	-1.6	4	-17
CC(C)(C)OC(=O)NCc1ccc(NC(=O)c2nc[nH]c2C(=O)NCCCNC(=O)c2[nH]cnc2C(=O)Nc2ccc(CNC(=O)OC(C)(C)C)cc2)cc1	-0.4	0.1	.	-5	-1	-9	.	1.1	4	-5
Cc1cc(Nc2nc3ccccc3[nH]c2=O)n(-c2ccccc2)n1	-3.7	2.0	-5	5	-1	2	0.8	2.0	6	.
COc1cc(NC(=O)c2cc(-n3cnnc3)ccc2Cl)cc(OC)c1	-0.5	2.9	.	0	0	-7	1.3	0.1	-5	6
CCOC(=O)N1N=C(c2ccc(OC)cc2)CC1(O)C(F)(F)F (stereo unspecified)	-2.5	1.2	?	-3	-3	.	2.0	0.3	-6	4
COC(=O)COc1ccc(S(=O)(=O)N2CCCCCC2)cc1	0.0	1.1	-9	1	-7	-60	4.2	1.4	1	4
CCOC(=O)c1c(NC(=O)CSc2nnc(C)c(=O)[nH]2)sc2c1CCC2	-0.9	3.5	-1	8	5	14	2.4	0.5	1	12
O=C(c1ccc(F)cc1F)N1CCC(N2CCC(C(=O)N3CCOCC3)CC2)CC1	-2.3	3.0	-1	-2	-6	15	1.6	0.3	-4	2
CCCC1=C(C(=O)OCC)C(c2ccncc2)n2ncnc2N1 (stereo unspecified)	0.4	1.9	-1	-1	-10	.	2.9	-0.6	-5	-8
CCOc1ccc(NC(=O)CN(C)C(=O)c2ccc3nc(CC)c(CC)nc3c2)cc1OCC	-0.1	0.5	1	1	-10	8	0.5	-1.2	2	-9
CN(C)Cc1c(O)ccc2occ(C(=O)c3ccccc3)c12	0.4	1.6	.	-2	-15	7	4.2	1.6	7	4
S=C1NCCNC(=S)NCCOCCOCCN1	-0.1	-1.5	0	.	-20	-15	4.3	-0.1	-8	3
CCN(CC(=O)Nc1ccc(Cl)c(C(F)(F)F)c1)CC(=O)NC1CCS(=O)(=O)C1 (stereo unspecified)	-3.5	-0.1	-3	2	-16	-5	1.8	0.8	22	-1
Cc1ccc(N(CC(=O)NC(C)C)C(=O)CCC(=O)Nc2nccs2)cc1	0.1	2.0	-1	2	-9	-7	1.3	1.9	3	-4
CCn1nc(C)cc1C(=O)N1CCc2c([nH]c3ccccc23)C1c1cc(F)ccc1F (stereo unspecified)	-0.4	3.2	15	.	-12	6	3.2	0.2	5	14
Cc1cc(C)n(-c2cccc(CN(C)Cc3nc(-c4cnccn4)no3)c2)n1	-0.7	1.0	0	0	-13	-2	1.1	0.2	-3	-3
Cc1ccccc1Nc1nc(N)nc(CCl)n1	-0.3	2.6	3	-3	-11	0	-1.2	-2.0	-8	-7
CCCN1C(=O)/C(=C/c2cc(C)n(C)c2C)SC1=Nc1ccc(OC)cc1	0.3	0.3	.	2	7	13	4.3	0.8	-9	-4
Oc1cccc(C(=S)N2CCN(Cc3ccccc3)CC2)c1	-2.0	1.5	-2	-2	-7	-4	3.7	-2.5	-8	.
CNC(=O)CSc1nnc(-c2ccco2)n1-c1ccccc1OC	-1.3	1.0	6	2	4	7	2.2	-0.2	-4	-10
CCn1c(SCc2nc3ccccc3c(=O)[nH]2)nnc1-c1cccnc1	-1.9	-0.5	.	4	-6	2	3.4	1.1	1	6
COc1cccc(CNC(=O)Cn2ccc3cc(S(=O)(=O)N4CCCC4)ccc32)c1	-0.4	0.3	-3	1	-12	11	-0.9	-0.1	0	3
COC(=O)c1ccc(OC(=O)c2ccccn2)cc1	0.1	1.0	2	-4	8	25	-0.5	0.3	-5	-3
CCN1CCN(C(CNS(=O)(=O)c2ccc(Cl)cc2)c2ccccc2)CC1 (stereo unspecified)	-0.7	-0.8	-4	-2	3	-4	-2.1	0.7	-3	-3
CN(c1ccc(C(=O)NCc2ccccn2)cc1)S(=O)(=O)c1ccc(Cl)cc1	-2.4	0.7	-2	1	-1	3	1.6	0.9	2	-11
Cc1cc(C)cc(NC(=S)N=Nc2c(O)n(C)c3ccc(S(=O)(=O)N4CCOCC4)cc23)c1	-0.7	1.9	-4	2	12	3	0.3	-1.2	18	2
Cc1ccc(S(=O)(=O)N2CCC(C(=O)NNC(=O)c3ccccc3O)CC2)cc1C	-2.2	14*	-10	1	-5	-18	7.2	9.1	-8	-9
Cc1[nH]n(C2=NCCS2)c(=O)c1N=Nc1ccccc1	-1.5	0.8	6	0	-10	0	1.5	-1.3	-3	4
Cc1ccc(S(=O)(=O)N2CCCN(S(=O)(=O)c3ccc(C)c(C)c3)CC2)cc1C	-1.9	-1.3	.	-2	5	2	-0.2	-3.6	-2	2
NC(=O)c1c(NC(=O)c2c(F)cccc2F)sc2c1CCN(Cc1ccccc1)C2	-1.0	1.0	1	-1	-9	-7	3.9	-0.6	7	-31
Cc1ccc2nc(C(O)C(O)c3nc4ccc(C)cc4[nH]3)[nH]c2c1 (stereo unspecified)	-1.6	0.0	27	-2	-3	.	-0.9	-4.7	-7	15
COc1ccc(NS(=O)(=O)c2cccc(NC(=O)c3ccc(S(=O)(=O)N4CCCCCC4)cc3)c2)cc1	-0.9	2.6	.	0	7	-26	.	3.3	-10	11
COc1cc(CN2CCN(Cc3ccc(C)cc3)CC2)c([N+](=O)[O-])cc1OC	-2.8	-1.2	-1	-3	-4	-21	0.8	-1.1	-4	3
Cc1csc(N(C)C(=O)CSc2nnc(COc3ccccc3C)o2)n1	0.0	1.4	-2	-2	3	-5	3.7	1.1	-12	3
COc1ccccc1CN(C)CC(=O)Nc1cccc2ccccc12	-3.4	1.7	2	-11	8	-23	2.3	-0.8	1	10
COc1ccc(-n2c(=S)[nH]c3cc(C(=O)NC4CCCCC4)ccc3c2=O)c(OC)c1	0.3	-1.3	-6	0	-11	7	0.5	-2.0	-8	-8
